FLuc counter: counter-screen for miR-21 project: firefly luciferase inhibitors or activators. Potency, µM (titrated, usually from 57.5 µM), for inactives: at the highest dose activity change, negative = inhibition, usual class: inhibitors. 6.9% of 360,000 active. P08659. purified FLuc, Km substrates, luminescence inhibition;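 further: plate controls were vehicle for no effect and reference inhibitor for full effect; nearly all actives have a fitted effect of over 55% in size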
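Purified P. pyralis luciferase (10nM final) with 10uM D-luciferin and 10uM ATP (Km levels) in 50mM Tris acetate pH 7.5, 10mM Mg acetate, 0.01% Tween-20, 0.05% BSA; qHTS 6-point titration, ~60 µM downward; luminescence read.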
Gal4-VP16 FLuc: counter-screen for ROR gamma inhibitors: Gal4-VP16 reporter. AID 2546. Potency, µM (highest dose often 53.6 µM), inactives show at the highest dose activity, negative = inhibition, actives largely listed as inhibitors. Drosophila S2 Gal4-VP16 UAS-luciferase, luminescence, 20 h. 3.5% of 310,000 active;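 further: Gal4-VP16 expression switched on by copper sulfate through the metallothionein promoter; on the % scale 0 is the no-effect control and ±100 the full control effect; nearly all actives have a fitted effect of over 50% in size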
p53 reactivator: restores transcriptional activity of mutant p53; H1299 p53-A138V BP100-luciferase reporter, luminescence, 24 h; Potency, µM (titrated, usually from 92.2 µM), inactives show at the top dose activity change, positive = activation, hits mostly activators; 0.063% of 320,000 active; further: % of control where 0% means no effect; nearly all actives have a fitted effect of over 45% in size
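p53-null H1299 cells stably carrying temperature-sensitive p53-A138V and a BP100-luciferase reporter were pinned with compounds (4-point, 1:5 series) and held 24 hrs at 37 deg C. Luminescence was read 10 min after detection reagent.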
MBNL1 CUG block: blocks human MBNL1 binding to CUG repeat RNA | Potency, µM (series often up to 57.5 µM), inactives show at the highest dose activity change, negative = inhibition, usual class: inhibitors | 0.036% of 280,000 active | TR-FRET MBNL1-His/biotin-(CUG)12 binding, 665/545 ratio | Q9NR56; active means well fitted inhibition curve with a large enough effect in the signal ratio, with a control signal flat, not every such curve was filed as active; inconclusive means small, poorly fitted or top-dose-only effect, or effect the other way, or a change in a side signal; inactive means no such curve, though single readings can be large or run the other way; the % refers to the signal ratio; further: on the % scale 0 is the no-effect control and ±100 the full control effect
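Ratiometric TR-FRET (665 over 545 nm, excitation 340 nm) tracks disruption of MBNL1-His/biotin-(CUG)12 complex after 60 min at room temperature, with compounds at 92 nM to 58 uM final.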
RORg inh: ROR gamma (mouse) transcription inhibition; Drosophila S2 Gal4-RORgamma UAS-luciferase reporter, 20 h; 5.4% of 310,000 active; AID 2551; Potency, µM (highest dose often 53.6 µM), for inactives: at the highest dose activity change, negative = inhibition, usual class: inhibitors; P51450; further: on the % scale 0 is the no-effect control and ±100 the full control effect; nearly all actives have a fitted effect of over 60% in size
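Read-out: Photinus luciferase luminescence; inhibitors lower reporter signal. Insect Schneider cells with Gal4-ROR gamma fusion under metallothionein promoter, UAS reporter; 700 uM final copper sulfate induction, 20 hr, ambient temperature.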
ELG1 genotox: induces genotoxicity in HEK293T cells with luciferase-tagged ELG1. HEK293T ELG1-luciferase reporter, luminescence, 16 h. Potency, µM (series often up to 46 µM), without a hit: top-dose activity change, positive = activation, usual class: activators. 1.3% of 330,000 active. AID 504466; further: % of control where 0% means no effect; nearly all actives have a fitted effect of over 60% in size
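Genotoxic stress is detected as increased luminescence from luciferase-tagged ELG1 in HEK293T cells, measured with ONE-Glo after a 16 hr treatment at 37 °C.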
uPA generation: blocks generation of uPA at the cell surface | cell surface uPA generation assay, qHTS | Potency, µM (titrated, usually from 38.3 µM), without a hit: at the highest dose activity change, negative = inhibition, hits mostly inhibitors | 0.31% of 330,000 active | AID 540303; active means well fitted inhibition curve with a large enough effect; inconclusive means small, poorly fitted or top-dose-only effect; inactive means no such curve, though single readings can be large or run the other way; tested in mouse RAW 264.7 cells; further: on the % scale 0 is the no-effect control and ±100 the full control effect; nearly all actives have a fitted effect of over 55% in size
NPC1 promoter act: activates the NPC1 promoter. Huh7 NPC1 promoter luciferase reporter, 24 h. Potency, µM (titrated, usually from 9.22 µM), without a hit: at the highest dose activation, most hits filed as activators. 2.4% of 320,000 active;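 further: % of control where 0% means no effect; nearly all actives have a fitted effect of over 60% in size; reporter is driven by a mutant NPC1 promoter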
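In 1536-well qHTS, Huh7 cells harboring an NPC1 promoter–luciferase construct received compound for 24 h; activation was quantified by luminescence following luciferase reagent addition.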
BRCA1 expr up: BRCA1 expression activation; 1.1% of 380,000 active; Potency, µM (top dose mostly 46.1 µM), for the others: top-dose activation, hits mostly activators; MCF7-BRCA1-FFLuc reporter, luminescence, 48 h; response scale: scaled: vehicle 0%, 10 µM genistein 100%; AID 624202; further: nearly all actives have a fitted effect of over 80% in size; some results filed as inactive show a strong effect at the top dose
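MCF7-BRCA1-FFLuc, 2000 cells/well; 2 h attach, 37 °C/5% CO2; compound 48 h; luciferase substrate 15 min; luminescence end-point. Norm. to genistein 10 microM max activation and DMSO; concentration-response curves fitted.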
Rab9 promoter act: activates the Rab9 promoter; Huh7 Rab9 promoter-luciferase reporter, luminescence, 24 h; Potency, µM (highest dose often 9.22 µM), for the others: top-dose activation, negative = inhibition, usual class: activators; 2.8% of 320,000 active; further: % of control where 0% means no effect; nearly all actives have a fitted effect of over 60% in size
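Steps: seed 1500 Huh7 Rab9-luc cells per well, rest 2 h at 37 °C; add compound in DMSO; incubate 24 h; add luciferase reagent, 10 min ambient; read luminescence.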
CXXC DNA block: inhibitors of human MLL CXXC domain-DNA interaction; MLL-CXXC / FITC-HOXA9 DNA fluorescence polarization; Potency, µM (doses to about 115 µM), for the others: top-dose activity change, negative = inhibition, hits mostly inhibitors; 0.037% of 290,000 active; Q03164; active means well fitted inhibition curve with a large enough effect in the polarisation, with a control signal flat, not every such curve was filed as active; inconclusive means small, poorly fitted or top-dose-only effect, or effect the other way, or a change in a side signal; inactive means no such curve, though single readings can be large or run the other way; the % refers to the polarisation
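Purified MLL-CXXC (added from a 7 uM solution) was preincubated 5 min at ambient with pinned compounds in 50 mM Tris-HCl pH 7.5, 50 mM NaCl, 1 mM DTT, 0.05% BSA. Fluorescein-labeled HOX-A9 DNA (50 nM solution) followed, 30 min, then polarization read.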
The depositor's hits bear a star; u = inconclusive; x = no result given; & = joins results of further samples; [ ] = remark or other dose. Unless noted, the call rests on the fitted dose curve; in most records, active means well fitted curve in the direction sought with a large enough effect; inconclusive means small, poorly fitted or top-dose-only effect, or another doubt; inactive means no such curve, though single readings can be large; an effect the other way counts as inactive or inconclusive. Potency means the concentration at half of the fitted maximal effect. This is a subset; the hit share may differ from the screen's.

SMILES	FLuc counter	Gal4-VP16 FLuc	p53 reactivator	MBNL1 CUG block	RORg inh	ELG1 genotox	uPA generation	NPC1 promoter act	BRCA1 expr up	Rab9 promoter act	CXXC DNA block
COc1ccc(CCNC(=O)CCN2C(=O)COc3ccc(C)cc32)cc1OC	0%	-1%	-5%	0%	12%	-1%	1%	1%	15%	-1%	-1%
Cn1cc(CNC(=O)c2ccc3nc(Cc4ccccc4F)oc3c2)cn1	24µM*	u	12%	-2%	33%	u	-13%	2.8µM*	102%	u	-6%
Oc1c(Br)cc(Br)cc1CNc1cnc2ccccc2c1	-10%	-21%	-5%	-7%	-2%	-4%	-3%	6%	-5%	-3%	-14%
COc1cc(C2C(C(=O)c3cccs3)=C(O)C(=O)N2c2cc(C)on2)ccc1O (configuration not stated)	-1%	2%	9%	u	-2%	1%	2%	-1%	6%	-6%	-7%
CCOc1ccccc1NC(=O)CN(c1ccc(OC)cc1OC)S(=O)(=O)c1ccccc1[N+](=O)[O-]	0%	-8%	-3%	-5%	-11%	-12%	4%	-4%	-13%	-1%	u
O=C(O)c1cccc(S(=O)(=O)Nc2ccc(O)cc2Sc2nc3ccccc3s2)c1	-3%	2%	10%	-20%	10µM*	-2%	1%	-3%	5%	0%	11%
CCCCC(SCC(=O)Nc1ccccc1)C(=O)O (configuration not stated)	-3%	12%	12%	-11%	7%	19%	0%	1%	1%	-4%	17%
NNC(=O)c1ccc(COc2cccc3ccccc23)cc1	-19%	u	7%	2%	u	-7%	7%	10%	16%	7%	-2%
CNc1ccc([N+](=O)[O-])cc1C(=O)O	0%	-2%	-8%	x	20%	-2%	4%	-7%	-3%	-1%	-6%
CCC(C(=O)NCCC(C)C)n1ccc2cc(S(=O)(=O)N3CCCCC3)ccc21 (configuration not stated)	-1%	u	2%	1%	u	-7%[9.26 µM]	-25%	-24%	-39%	-12%	1%
N#Cc1cc(-c2ccccc2)nnc1Oc1ccccc1	-4%	6%	20%	17%	6%	-4%	6%	-8%	-22%	-10%	-7%
NC(=O)C1(N2CCCCC2)CCN(C(=S)Nc2ccc(F)c(Cl)c2)CC1	0%	7%	0%	-13%	-18%	-8%	u	-7%	-13%	-9%	-7%

Marked active in NPC1 promoter act, among the entries above:
smiles,p53 reactivator,MBNL1 CUG block,uPA generation,NPC1 promoter act,BRCA1 expr up,CXXC DNA block
Cn1cc(CNC(=O)c2ccc3nc(Cc4ccccc4F)oc3c2)cn1,12%,-2%,-13%,2.8µM*,102%,-6%

More results.
SMILES	FLuc counter	Gal4-VP16 FLuc	p53 reactivator	MBNL1 CUG block	RORg inh	ELG1 genotox	uPA generation	NPC1 promoter act	BRCA1 expr up	Rab9 promoter act	CXXC DNA block
Cc1cc(NC(=O)CN2C(=O)NC(C)(c3ccc(Cl)cc3)C2=O)no1 (configuration not stated)	0%	1%	3%	-10%	14%	-4%	-7%	-4%	-2%	1%	3%
O=C(CN1C(=O)/C(=C2\SC(=S)N(C3CCS(=O)(=O)C3)C2=O)c2ccccc21)Nc1ccccc1 (configuration not stated)	-2%	-21%	2%	-4%	0.89µM*	-6%	-8%	-15%	-16%	-4%	3%
O=C(O)c1ccccc1OCCN1CCCC1=O	0%	2%	-1%	-3%	17%	0%	1%	-1%	-6%	0%	-1%
O=C1N=C(N2CCCCC2)S/C1=C\c1ccccc1F	u	13%	16%	u	44%	u	-5%	u	u	u	-3%
CNC(=S)NC12CC3CC(CC(C3)C1)C2	-3%	7.9µM*	2%	-4%	2.5µM*	9%	x	-4%	-3%	-9%	3%
COc1ccc(CN2C(=O)NC3(CCCC3)C2=O)cc1F	6%	7%	-2%	-1%	18%	4%	1%	2%	-32%	0%	-3%
CC#CC[N+](C)(C)CCCCCCCC	0%	8%	-3%	-4%	15%	-8%	-10%	-8%	-14%	-14%	13%
CCOCCCn1c(SCC(=O)NC2CCCC2)nc2ccccc2c1=O	0%	-6%	-4%	0%	-14%	-5%	3%	-8%	11%	0%	-5%
N#C/C(=C\c1cccs1)C(=O)NCC1CCCO1 (configuration not stated)	u	-2%	3%	u	-11%	u	1%	4%	51%	1%	-5%
Cc1c(S(=O)(=O)Nc2ccc(Oc3ccccc3)cc2)c(=O)n(C)c(=O)n1C	5%	-22%	-16%	-3%	42%	-1%	-13%	-2%	-3%	4%	17%
Cc1ccccc1NC(=O)COC(=O)c1ccc(S(=O)(=O)N2CCCCCC2)cc1	-2%	x	1%	x	x	0%	1%	-3%	26%	-1%	x
O=S(=O)(Nc1cccc2[nH]ncc12)c1cccs1	-1%	6%	-1%	-13%	-4%	0%	1%	-4%	11%	2%	0%
COc1ccc(C(=O)C2CCN(C(=O)c3ccc(F)cc3)CC2)cc1	2%	-10%	10%	-8%	u	-2%	-1%	-3%	-27%	2%	-3%
CNC(=O)C1Cc2ccccc2CN1S(=O)(=O)c1ccc(OC)c(OC)c1 (configuration not stated)	2%	3%	x	0%	-2%	0%	-2%	1%	-7%	2%	-8%
CC1CCc2c(nc3nc[nH]n3c2=O)C1 (configuration not stated)	1%	4%	-1%	-9%	-17%	0%	-1%	1%	-4%	-24%	-8%
CCC(=O)N1CCc2cc(S(=O)(=O)CCC(=O)N3CCN(c4ccc(C(C)=O)cc4)CC3)ccc21	-2%&-2%	-20%	-3%	31%[activator]	u	-7%	0%	-1%	-24%&-2%	0%	8%
Brc1ccccc1Cn1c(-c2cscn2)nc2ccccc21	u	u	-4%	1%	u	-12%	x	-4%	-10%	-8%	0%
CCOCCCn1c(C)nc2c(c1=O)c1nc3ccccc3nc1n2-c1ccc(C)cc1	1%	2%	u	1%	-21%	0%	x	-5%	3%	-3%	-4%
Cc1cccc2c(=O)c(C(=O)NCCc3ccccc3)c[nH]c12	-3%	u	x	25%	-14%[1.91 µM]	u	2%	-2%	59%	u	14%
COc1ccc(C(C(=O)NCC2CCCO2)N(Cc2cccs2)C(=O)c2snc(C(N)=O)c2N)cc1 (configuration not stated)	0%	20%	-4%	8%	15%	-25%	-2%	-1%	-22%	-1%	-1%
C=CCN1C(=O)N(c2ccccc2)C(=O)C1CC(=O)Nc1ccc(OC)cc1 (configuration not stated)	-5%	5%	7%	-8%	-5%	1%	4%	1%	7%	-3%	0%
Cc1ccsc1/C=N/Nc1ncc(Cl)cc1Cl	2.7µM*	5µM*	29%	3%	7.1µM*	u	-10%	2.8µM*	u	u	22%
COc1ccc(NC(=O)Cn2c(C)csc2=O)c(OC)c1	-3%	x	-1%	x	x	2%	20%	-6%	-34%	-1%	x
NC(=O)C1(c2ccccc2)CCOCC1	0%	-2%	1%	-7%	-29%	0%	4%	0%	-4%	-7%	0%
O=C(CN1CCN(Cc2ccccc2F)C1=O)NCC1CCCO1 (configuration not stated)	5%	-1%	11%	0%	16%	2%	-4%	-12%	-14%	-3%	-2%
Cc1ccc(C(=O)c2cnc3cc4c(cc3c2S(=O)(=O)c2ccccc2)OCCO4)cc1	1.7µM*	-15%	u	32%[activator]	u	11%	-12%	14%	-12%	13%	1%
CCCCOc1ccc(Br)cc1CSC(=N)N	4%	10µM*	-15%	-7%	u	-8%	-8%	-30%[inhibitor]	-70%	-30%[inhibitor]	19%
C(=N\NCc1ccccc1)/c1ccc2ncccc2c1	4.3µM*	-26%	10%	u	4%	2.6µM*	-17%	1.1µM*	33%	1.6µM*	-8%
CSCCC(NC(=O)c1ccco1)C(=O)Nc1ccc(C)cn1 (configuration not stated)	u	x	10%	x	x	u	-11%	8%	2%	-2%	x
O=[N+]([O-])c1ccccc1/C=C/C=N/n1c(-c2ccccc2F)n[nH]c1=S	u	-3%	7%	u	14µM*	6%	1%	1%	-29%	8%	2%
O=C(Nc1ccc2c(c1)OCO2)N1CCOCC1	-13%	7%	17%	1%	u	25%	x	4%	1%	19%	-1%
O=C(C1CC1)N(Cc1ccco1)c1nc(-c2ccccc2)cs1	-2%	-3%	u	2%	-9%	0%	5%	-1%	10%	3%	5%
O=C(c1cc2ncc(CCCl)cn2n1)N1CCCCCC1	0%	0%	23%	0%[11.5 µM]	u	2%	5%	-2%	19%	6%	1%
Fc1ccc(/C=N/NC(=S)NCCc2ccccc2)cc1F	-6%	8.9µM*	2%	-10%	7.1µM*	4%	1%	-5%	41%	-8%	9%
COc1cccc(CNC(=O)C2Cc3cc(S(=O)(=O)N4CCCC4)ccc3N2C(C)=O)c1OC (configuration not stated)	3%	-5%	-2%	-4%	-3%	4%	-3%	-3%	19%	0%	10%

Source: PubChem BioAssay
